Screens: PubChem BioAssay, several laboratories
MK inhibit: S. pneumoniae mevalonate kinase inhibition | inhibition, % at 10 µM | purified MK, PK/LDH-coupled NADH absorbance 340 nm | 65,000 compounds, 0.48% hits | AID 555;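 active = ranked among the strongest by inhibition in the single 10 µM screen, a fixed top-ranked set picked for dose follow-up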; note: no value below 0 was filed
TNAP inhibition: inhibition of tissue-nonspecific alkaline phosphatase – biochemical, luminescent (AID 518). purified TNAP enzyme, luminescent substrate readout; higher % means a stronger effect. inhibition, % at 20 µM; hits with a dose series show IC50 in µM. 64,000 compounds, 0.09% hits; in the data active = a potency from the dose series; inactive = the rest, 99 in 100 with inhibition below about 22%;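 note: plate controls were vehicle for no effect and reference inhibitor for full effect; many of its hits are not listed in these tables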
Spn DPM-DC inh: S. pneumoniae DPM-DC inhibition; purified DPM-DC, PK/LDH coupled NADH fluorescence; calls only at 10 µM; 65,000 compounds, 0.49% hits; AID 556;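 active = the 320 compounds with the highest percent inhibition in the single-dose primary screen, excluding strongly autofluorescent ones, cut at about 32% in these data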;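 note: kinetic rate of NADH fluorescence loss reporting ADP formed by the decarboxylase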
HT1080 viability: cytotoxicity in HT1080 fibrosarcoma cells, cell-based, fluorescence readout (AID 620). HT1080 viability, fluorescence; higher % means a stronger effect. cytotoxicity, % at 10 µM; hits with a dose series show EC50 in µM. 87,000 compounds, 0.42% hits;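 note: cells exposed to compound overnight then 4 h with Alamar Blue; 0% = vehicle DMSO and 100% = killing control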
HPDE-C7K KRASV12: cytotoxicity in KRAS-transformed pancreatic duct cells, primary screen, cell-based, fluorescence, HTS (AID 431) | one-dose cytotoxicity, % at 10 µM; EC50 in µM for titrated hits | HPDE-C7K KRASV12 cells, Alamar Blue viability, 48 h; higher % means a stronger effect | 63,000 compounds, 1.7% hits;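 active = compounds whose percent cytotoxicity in the single-dose primary screen, scaled between solvent and toxic-drug controls, exceeds 50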;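 note: 0% = DMSO solvent wells and 100% = doxorubicin-treated wells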
LYP inhibition: LYP phosphatase inhibitors, primary screen, biochemical, DiFMUP fluorescence, recombinant catalytic domain, 10 µM (AID 606); inhibition, % at 10 µM, or IC50 in µM where a hit was titrated; recombinant LYP catalytic domain, DiFMUP fluorescence; higher % means a stronger effect; 52,000 tested, under 10 active;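 active = IC50 under 40 µM in the dose-response test; inactive = IC50 of 40 µM or more, or never dose-tested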
Bfl-1 inhibitors: displacement of Bid BH3 peptide from Bfl-1 – biochemical, fluorescence polarization, FITC-Bid, mouse, primary screen (AID 432); 64,000 compounds, 0.02% hits; FITC-Bid BH3 peptide fluorescence polarization displacement; higher % means a stronger effect; displacement, % at 20 µM; hits with a dose series show IC50 in µM; in the data active = a potency from the dose series; inactive = the rest, 99 in 100 with displacement below about 15%; note: strong numbers were not always called active
HPDE-C7 cytotoxicity: cytotoxicity in HPDE-C7 cells, cell-based, fluorescence, HTS (AID 430); cytotoxicity, % at 10 µM, or EC50 in µM where a hit was titrated; 63,000 compounds, 1.8% hits; HPDE-C7 pancreatic duct cells viability, fluorescence; higher % means a stronger effect;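 note: cells exposed to compound for 48 hours before viability readout; 0% = vehicle and 100% = reference cytotoxic drug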
PMK inhibit: blocks S. pneumoniae phosphomevalonate kinase | 65,000 compounds, 0.49% hits | purified PMK, PK/LDH-coupled NADH absorbance 340 nm | inhibition, % at 10 µM | AID 539;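 active = top-ranked compounds by inhibition in the single 10 µM screen, taking a fixed number of the strongest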;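 note: 0% = full reaction with DMSO carrier and 100% = background rate without enzyme reaction; no value below 0 was filed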
PMK inhibit pilot replicates: further read-out of PMK inhibit, marked with its call; inhibition, %; measured here: pilot screen replicates
MK inhibit pilot replicates: further read-out of MK inhibit, marked with its call; inhibition, %; measured here: pilot screen replicates
Spn DPM-DC inh pilot screen %: recorded beside Spn DPM-DC inh, whose call it bears; inhibition, %; measured here: pilot screen trials
The depositor's hits bear a star; i = inactive; x = no result given; + = active, no number; [ ] = dose if it differs, or a comment. Cut-off read from the data, not from the text of the source, unless noted: active = cytotoxicity above about 50%; inactive = the rest.

SMILES	MK inhibit	TNAP inhibition	Spn DPM-DC inh	HT1080 viability	HPDE-C7K KRASV12	LYP inhibition	Bfl-1 inhibitors	HPDE-C7 cytotoxicity	PMK inhibit	others
COc1ccc(-c2noc(N(C)CC(=O)Nc3cccc(C(F)(F)F)c3)n2)cc1	0	1%	i	-6%	-17%	3%	-8%	-17%	7
CCn1nnnc1SCC(=O)Nc1cc(OC)cc(OC)c1	0	13%	i	-9%	2%	12%	0%	-10%	15
Cc1ccc(N2CN=c3s/c(=C\c4cccnc4)c(=O)n3C2)cc1	9	17%	i	-2%	-6%	-3%	-9%	-16%	11
Cc1ccc2c(c1)NC(=O)C(CC(=O)NC1CCCCC1C)O2 (stereo unspecified)	9	15%	i	3%	10%	17%	-7%	15%	9	PMK inhibit pilot replicates=0.5;MK inhibit pilot replicates=1.5;Spn DPM-DC inh pilot screen %=0.0
Cc1ccc2c(c1)N(CCCC(=O)NCCCN1CCCC1=O)C(=O)CO2	9	-17%	i	1%	0%	x	-2%	-8%	0
Cn1c(Cl)nc2ccccc21	13	4%	i	2%	-6%	2%	-2%	4%	2	PMK inhibit pilot replicates=0.0;MK inhibit pilot replicates=0.0;Spn DPM-DC inh pilot screen %=1.0
Cc1csc2ncc(C(=O)Nc3ccccc3Cl)c(=O)n12	5	7%	+[fluoresces]	2%	-6%	-3%	12%	-7%	0	PMK inhibit pilot replicates=4.5;MK inhibit pilot replicates=1.5;Spn DPM-DC inh pilot screen %=30*
O=c1cc(N2CCC3(CC2)OCCO3)[nH]c(=O)n1C1CCCCC1	0	5%	i	0%	-3%	10%	-2%	-6%	23
O=C(CSc1nnc(-c2cccs2)n1-c1ccccc1)N1CCc2ccccc21	7	-7%	i	-1%	10%	9%	22%	2%	5
CCN(CCCn1c(=S)[nH]c2ncccc2c1=O)c1ccccc1	10	7%	i	-2%	5%	x	3%	-5%	9
O=C(CN1C(=O)NC2(CCCCCC2)C1=O)N1CCC(Cc2ccccc2)CC1	0	10%	i	2%	9%	13%	-6%	3%	6	PMK inhibit pilot replicates=5.0;MK inhibit pilot replicates=0.0;Spn DPM-DC inh pilot screen %=0.0
O=C(Oc1ccc2[nH]cc(CCN3C(=O)c4ccccc4C3=O)c2c1)c1ccco1	11	14%	i	1%	20%	-3%	-7%	14%	14
O=C1C2CCCN2C(c2ccccc2)N1c1nccs1 (stereo unspecified)	0	-16%	i	-11%	x	11%	-10%	x	17
CCOC(=O)CNC(=O)CSc1nc2cccnc2n1Cc1ccccc1	9	6%	i	-11%	-6%	3%	-4%	-10%	8
Cn1cccc1-c1nc2ccc(NC(=O)c3cccs3)cc2[nH]1	5	14%	i	11%	37%	9%	1%	30%	5
N=c1n(CCO)c2ccccc2n1Cc1ccccc1Cl	8	11%	i	0%	2%	x	3%	-4%	7
CC(=O)NCC(=O)N(c1c(C)n(C)n(-c2ccccc2)c1=O)C1(C(=O)NC2CCCC2)CCCCC1	19	8%	i	-2%	-12%	2%	-7%	-10%	0
CC1CCCN(c2nc3c(c(=O)n(C)c(=O)n3C)n2CCSc2nc3ccccc3s2)C1 (stereo unspecified)	2	6%	i	-5%	3%	5%	-8%	-5%	4
O=C(NCCc1ccc(Cl)cc1)C1CCN(S(=O)(=O)c2cccc3nonc23)CC1	2	19%	i	x	3%	-8%	-3%	-10%	0
COc1ccc(OC)c(CNC(=O)COc2cc(=O)n(C)c3ccccc23)c1	1	-1%	i	18%	16%	-2%	4%	15%	17	PMK inhibit pilot replicates=0.0;MK inhibit pilot replicates=3.0;Spn DPM-DC inh pilot screen %=0.0
c1cc(-c2noc(-c3ccc4c(c3)OCO4)n2)ccn1	14	13%	i	-8%	-15%	3%	-7%	-6%	0
Cc1cc(C)nc(NCCCc2ccccc2)n1	6	10%	i	-6%	-12%	15%	-7%	-6%	7
COCc1c(C(=O)OCC(=O)N2c3ccccc3NC(=O)C2(C)C)oc2ccccc12	8	8%	i	4%	4%	2%	-1%	-11%	12
O=C(CN1C(=O)CCS(=O)(=O)c2ccccc21)Nc1cccc(Cl)c1	2	6%	i	3%	2%	10%	-5%	-11%	0
CCc1ccc(N/C(SCc2cccc(F)c2)=C(/C#N)C(=O)NCc2ccco2)cc1	3	13%	i	-8%	6%	4%	-14%	-6%	14
CCOC(=O)C1C(=O)CC(C)(O)C(C(=O)OCC)C1/C=C/c1ccccc1 (stereo unspecified)	9	12%	i	7%	-35%	x	7%	-32%	20
COc1ccccc1Nc1ncccc1C(=O)O	0	15%	i	3%	-7%	13%	5%	5%	13
CCN(C(=O)CSc1nncs1)c1c(N)n(Cc2ccccc2)c(=O)[nH]c1=O	8	5%	i	-2%	-4%	x	0%	-4%	14
CCN(CCCNC(=O)C1CCC(=O)N1C1CCCC1)c1cccc(C)c1 (stereo unspecified)	1	5%	i	3%	-7%	5%	-7%	-13%	17
CCOc1ccc(CNC(=O)C2CCCN(S(C)(=O)=O)C2)cc1OC (stereo unspecified)	0	14%	i	5%	3%	-6%	2%	3%	18	PMK inhibit pilot replicates=4.0;MK inhibit pilot replicates=1.5;Spn DPM-DC inh pilot screen %=2.5
Cc1cc(C(=O)Nc2nc3c(s2)CCCC3)cs1	16	10%	i	7%	4%	x	0%	-6%	0	PMK inhibit pilot replicates=7.0;MK inhibit pilot replicates=1.5;Spn DPM-DC inh pilot screen %=1.5
C/C(=N\O)C(=O)NCCCn1ccnc1	9	2%	i	2%	-4%	9%	-1%	-4%	8
CCC1(N(C(C)=O)c2ccc(OC)cc2)C(=O)c2ccccc2C1=O	2	8%	i	7%	-8%	-6%	2%	-10%	0
CCOC(=O)c1nc(-c2ccccc2)oc1N(C)C	0	x	x	4%	x	-3%	x	x	9
Cc1cc(C)nc(SCc2cccc(C(=O)O)c2)n1	4	8%	i	-2%	-2%	4%	-4%	5%	5
Cc1cc(OCCOCCN2CCCC2)ccc1C(C)C	41*	10%	i	-9%	11%	-22%	-10%	6%	2
Cn1c(SCC(=O)NCCN2C(=O)CSC2=O)nc2ccccc2c1=O	0	6%	i	2%	-14%	8%	0%	1%	17
O=C(N1CCOCC1)C1(c2ccccc2)CCCCC1	0	5%	i	0%	7%	-6%	-8%	5%	0
CCn1cc(Br)c(C(=O)NCc2ccco2)n1	5	8%	i	6%	8%	20%	-2%	0%	0
O=C(Nc1ccc2oc(=O)ccc2c1)c1ccco1	0	15%	i	-1%	-8%	6%	-8%	-10%	12
N#CCCSCc1ccc(OCC(=O)O)cc1	3	3%	i	0%	5%	10%	-3%	6%	4
CC(=O)Nc1ccc(-c2cc3ccccc3o2)cc1	0	18%	i	6%	19%	4%	-7%	-1%	12	PMK inhibit pilot replicates=0.0;MK inhibit pilot replicates=0.0;Spn DPM-DC inh pilot screen %=12
N#CC1=C(N)OC2=C(C(=O)CCC2)C1CCc1ccccc1 (stereo unspecified)	6	15%	i	-3%	-12%	9%	4%	3%	10	PMK inhibit pilot replicates=3.0;MK inhibit pilot replicates=0.0;Spn DPM-DC inh pilot screen %=0.0
O=C(Oc1cccnc1)c1ccco1	x	15%	i	-4%	-14%	0%	4%	-4%	13
CC(C)(C)CC(=O)Nc1nnc(-c2cccs2)s1	0	2%	+	3%	-1%	5%	-11%	3%	14
CCOC(=O)C1CCN(C(=O)c2n[nH]c(=O)c3ccccc23)CC1	7	8%	i	15%	0%	0%	-4%	-13%	15
CCOc1cc2oc(=O)c3c(c2cc1Cl)CCC3	0	23%	i	4%	-13%	18%	1%	-19%	4	PMK inhibit pilot replicates=0.0;MK inhibit pilot replicates=0.0;Spn DPM-DC inh pilot screen %=5.0
O=S(=O)(NCCc1csc(-c2cccnc2)n1)c1ccc2c(c1)OCCO2	7	4%	i	-4%	-6%	4%	-5%	-12%	9
Cc1cc(NC(=O)C2CCN(S(=O)(=O)Cc3ccccc3)CC2)ccc1-n1cnnn1	0	5%	i	2%	-6%	6%	-8%	-19%	17
Cc1ccc(N(CC(=O)NCc2ccc3c(c2)OCO3)S(=O)(=O)c2c(C)noc2C)cc1	6	5%	i	15%	-11%	-10%	13%	-7%	4
CCc1n[nH]c2c1/C(=N\O)CC(C)(C)C2	4	13%	i	-1%	-18%	6%	-9%	-13%	12
CC(C)Sc1nc(N2CCCC2)c2c(c1C#N)CC(C)(C)OC2	0	10%	i	-8%	-4%	8%	0%	-3%	0	PMK inhibit pilot replicates=0.5;MK inhibit pilot replicates=0.0;Spn DPM-DC inh pilot screen %=4.0
O=C(Nc1ccc(Cl)c(Cl)c1)N1CC=CCC1	5	5%	i	-11%	-17%	x	3%	-25%	3
Cc1cc(C)cc(NC(=O)C2CCCN(c3nccc(C)n3)C2)c1 (stereo unspecified)	0	4%	i	-9%	-1%	6%	5%	-7%	8	PMK inhibit pilot replicates=0.5;MK inhibit pilot replicates=2.0;Spn DPM-DC inh pilot screen %=8.0
COc1ccc(NC(=O)CSc2[nH]c(=O)cc(C)c2C#N)cc1OC	5	6%	i	-11%	-3%	0%	2%	-17%	9
Cc1nc(SCC#N)c2c3c(sc2n1)CCC3	10	16%	i	-7%	-16%	2%	0%	-19%	7
COc1ccc(C)cc1S(=O)(=O)N1CCN(S(=O)(=O)c2cc(C)ccc2OC)C(C)C1 (stereo unspecified)	5	22%	i	-4%	-7%	12%	-3%	-16%	14
Cc1cc(C(=O)CN2C(=O)NC(c3ccccc3)(c3ccccc3)C2=O)c(C)n1Cc1ccco1	5	8%	i	-4%	4%	7%	0%	8%	15
C=CCn1cc(C(=O)NCc2ccco2)c(=O)c2cc(S(=O)(=O)N3CCCCCC3)ccc21	10	15%	i	2%	20%	-3%	1%	32%	13
COc1cc(NC(=O)c2cc(C(C)C)on2)cc(OC)c1OC	2	7%	i	-7%	3%	13%	-4%	-6%	1

Additional compounds:
SMILES	MK inhibit	TNAP inhibition	Spn DPM-DC inh	HT1080 viability	HPDE-C7K KRASV12	LYP inhibition	Bfl-1 inhibitors	HPDE-C7 cytotoxicity	PMK inhibit	others
C=CCSc1nnc(Cc2cc(=O)[nH]c(=O)[nH]2)n1-c1cc(C)ccc1C	4	7%	i	25%	-18%	-11%	-19%	-22%	16
O=C(Nc1ccccc1N1CCOCC1)c1ccc2c(c1)C(=O)N(Cc1ccncc1)C2=O	6	9%	i	2%	-10%	x	8%	5%	18
O=C(COc1ccc(F)cc1)Nc1nccs1	2	14%	i	1%	8%	-5%	-4%	3%	6
CCc1nc(N2CCN(c3nc(C)cc(C)n3)CC2)c2oc3ccccc3c2n1	4	7%	i	7%	-24%	-2%	1%	-26%	4
CCOc1cc(C)nc(N2CCC(C(=O)Nc3ccccc3OCC)CC2)n1	0	12%	i	0%	2%	x	-10%	0%	13
CC(C)N(C(=O)COC(=O)c1ccccc1C(=O)N1CCN(c2ccc(F)cc2)CC1)C(C)C	1	7%	i	3%	2%	x	1%	10%	9
